GRK2 aptamer HTS – human GRK2 inhibition via aptamer displacement | hit rate 0.59% among 330,000 | AID 488847 | P25098 | inhibition of aptamer binding, % at 10 µM | bead flow cytometry, FAM-aptamer displacement from GRK2;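 active = inhibition of aptamer binding above 40%, roughly 3 SD of noise, on plates passing a quality check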;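 also: median bead fluorescence of bound FAM aptamer so fluorescent compounds give negative values; no value below 0 was filed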
Target sequence (P25098 whole entry, looked up): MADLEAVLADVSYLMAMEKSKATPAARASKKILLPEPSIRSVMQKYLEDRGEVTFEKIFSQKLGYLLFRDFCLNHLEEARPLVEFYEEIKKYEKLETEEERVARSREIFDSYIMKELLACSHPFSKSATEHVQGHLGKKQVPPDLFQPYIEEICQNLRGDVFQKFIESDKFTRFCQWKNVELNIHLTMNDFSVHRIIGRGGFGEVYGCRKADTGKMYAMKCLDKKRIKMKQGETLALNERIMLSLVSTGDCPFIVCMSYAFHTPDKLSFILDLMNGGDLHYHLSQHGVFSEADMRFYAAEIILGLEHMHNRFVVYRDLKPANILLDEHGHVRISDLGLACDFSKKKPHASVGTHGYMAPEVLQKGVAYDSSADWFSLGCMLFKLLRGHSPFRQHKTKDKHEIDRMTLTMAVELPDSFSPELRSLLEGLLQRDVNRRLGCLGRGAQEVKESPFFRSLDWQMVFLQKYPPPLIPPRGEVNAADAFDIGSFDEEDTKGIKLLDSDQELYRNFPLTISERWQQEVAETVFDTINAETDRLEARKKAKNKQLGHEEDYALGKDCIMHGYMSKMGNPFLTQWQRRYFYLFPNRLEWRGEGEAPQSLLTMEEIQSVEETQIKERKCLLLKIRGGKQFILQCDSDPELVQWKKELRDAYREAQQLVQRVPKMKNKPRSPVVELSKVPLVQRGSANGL
CIT2 TOR yeast – yeast TOR pathway CIT2-GFP modulation. hit rate 0.065% among 320,000. GFP response vs DMSO, % at 10 µM. S. cerevisiae CIT2-GFP strain, flow cytometry, 3 h; 100 means same as DMSO wells;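 active = GFP response relative to DMSO above a set limit, near the screen mean plus 3 SD, cut at about 150% in these data; inconclusive = Fewer than 70 cells measured for a yeast strain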;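 also: ratio of well median GFP fluorescence to mean of DMSO wells on the plate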
RPL19A TOR yeast – yeast TOR pathway RPL19A-GFP modulation. hit rate 0.3% among 330,000. percent response vs DMSO, % at 10 µM. S. cerevisiae RPL19A-GFP strain, flow cytometry, 3 h; stronger effect = lower value;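 active = percent response vs DMSO below 50%; inconclusive = fewer than 70 events counted for the yeast strain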;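 also: median channel GFP fluorescence of the barcoded RPL19A-GFP strain; ratio of sample median GFP to plate DMSO average so 100% = DMSO; lower means less RPL19A-GFP as with rapamycin TOR inhibition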
Yeast superoxide – caloric restriction mimetics inhibiting age-related superoxide in yeast; hit rate 0.18% among 330,000; AID 2690; S. cerevisiae aged cells, superoxide DHE fluorescence; stronger effect = lower value; superoxide response (% of plate mean), % at 10 µM;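 active = superoxide response under a set limit, about three screen SD below normal, cut at about 65% in these data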;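 also: yeast aged for seven days with compound at 30 °C before DHE staining; 100% = average MFI of all compound-treated wells on the plate with controls excluded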
MEP2-GFP yeast – yeast TOR pathway MEP2-GFP modulation. GFP response vs DMSO, % at 10 µM. S. cerevisiae MEP2-GFP strain, flow cytometry GFP, 3 h; 100% = DMSO control level. hit rate 0.51% among 330,000;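 active = GFP response versus DMSO above a set limit, roughly screen mean plus 3 SD, cut at about 180% in these data; inconclusive = fewer than 70 cells counted for a yeast strain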;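 also: median GFP fluorescence of the barcode-gated MEP2-GFP cells per well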
VLA-4 inh – inhibition in a human VLA-4 binding assay. VLA-4 expressing cells, ligand binding flow cytometry. inhibition, % (about 7 µM as worked out from the volumes in the protocol). hit rate 0.2% among 330,000; in the data active = inhibition above about 50%
LAP4-GFP MLPCN – yeast TOR pathway LAP4-GFP modulation; S. cerevisiae LAP4-GFP multiplex, flow cytometry GFP, 3 h; median GFP as percent of DMSO wells; GFP response vs DMSO, % at 10 µM; hit rate 0.34% among 320,000;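 active = GFP response vs DMSO above a set limit, about the screen mean plus 3 SD, cut at about 150% in these data; inconclusive = under 70 cell events counted for the yeast strain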
AGP1 TOR yeast – yeast TOR pathway AGP1-GFP modulation. S. cerevisiae AGP1-GFP multiplex flow cytometry, 3 h; GFP as percent of DMSO wells. GFP response vs DMSO, % at 10 µM. hit rate 0.02% among 320,000;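 active = GFP response relative to DMSO above a set limit, near screen average plus 3 SD, cut at about 150% in these data; inconclusive = fewer than 70 cells counted for the yeast strain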;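 also: median GFP channel fluorescence of the gated AGP1 strain per well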
* = called active by the depositor; ? = inconclusive; nt = not tested or not shown. Compounds were not picked by outcome; 1.7% or so of the library scored in one or more.

mol	LAP4-GFP MLPCN	GRK2 aptamer HTS	Yeast superoxide	RPL19A TOR yeast	MEP2-GFP yeast	CIT2 TOR yeast	AGP1 TOR yeast	VLA-4 inh
Cc1ccc(C)c(NC(=O)CN(C)S(=O)(=O)c2ccccc2)c1	107	1	102	105	103	106	106	-2
CC1CCCCC1NC(=O)c1ccc2c(c1)OCCO2 (stereo unspecified)	109	0	105	107	103	102	105	5
Cn1cccc1C1C(C#N)=C(N)OC2=C1C(=O)CC(C)(C)C2 (stereo unspecified)	114	3	96	99	124	106	96	7
CCCOC(=O)C(C)Sc1n[nH]c(=O)[nH]c1=O (stereo unspecified)	88	3	89	100	103	104	99	-44
COc1ccc(CCNC(=O)CN2C(=O)NC(Cc3c[nH]c4ccccc34)C2=O)cc1 (stereo unspecified)	86	0	94	103	107	99	97	-3
CC(C)Nc1nc(NC(N)=S)nc(NC(C)C)n1	88	0	116	105	108	106	97	-4
N#CC1(c2ccccc2)CCCN1C(=O)c1ccc(Br)cc1 (stereo unspecified)	98	0	104	98	92	96	95	18
Cc1ccc2c(CC(=O)OCC(=O)Nc3ccc(Cl)cn3)coc2c1	98	0	100	95	102	101	99	7
O=C(CCc1c[nH]c2ccccc12)Nc1ccc(S(=O)(=O)Nc2ncccn2)cc1	94	6	118	105	107	97	96	7
CC(=O)Nc1ccc(NC(=O)Nc2cccc3ccccc23)cc1	89	0	112	96	105	94	96	3
Nc1ncnc2c1ncn2[C@H]1C[C@H](O)[C@@H](CO)O1	99	0	103	96	100	92	99	7
O=C(Nc1nccs1)c1ccc[nH]c1=O	96	2	107	106	108	102	102	14
O=C(Cn1cnc2ccccc2c1=O)NCCCN1CCCC1=O	102	2	103	96	97	88	98	3
Cc1cc(=O)[nH]c(SCC(=O)Nc2ccc(F)cc2)c1C#N	99	0	91	103	100	108	103	1
CCc1ccc2oc(C(=O)NC3CCS(=O)(=O)C3)cc(=O)c2c1 (stereo unspecified)	90	0	92	98	100	105	99	-2
COc1ccccc1[C@]1(C)ON(c2ccccc2C(F)(F)F)C1=O	156*	3	82	92	89	89	87	23
COc1ccccc1NS(=O)(=O)c1cc(N2Cc3ccccc3C2=N)ccc1N1CCOCC1	101	0	107	98	106	97	95	0
Cc1csc(NC(=O)c2cnccn2)n1	104	4	108	99	99	99	102	-3
COc1ccc(NC(=O)CCN2C(=O)/C(=C/c3ccc4c(c3)OCO4)SC2=S)cc1	108	1	99	96	102	90	96	-69
COc1ccc(C(=O)C2CCCN(Cc3cc(Cl)ccc3O)C2)c(OC)c1 (stereo unspecified)	95	7	84	107	106	104	100	6
COC(=O)c1cccc(-n2c(C)cc(C=O)c2C)c1	99	0	96	96	99	93	92	-22
CC1(C)OC(=O)C(=NNc2ccc(O)cc2)C(=O)O1	73	2	97	94	83	87	98	-14
Cc1nn(Cc2ccc(C(=O)NC(C)(C)C)o2)c(C)c1Br	93	1	123	92	97	87	93	7
N#Cc1ccc(OCC(=O)Nc2cc(S(=O)(=O)N3CCOCC3)ccc2N2CCOCC2)cc1	93	2	98	97	91	77	101	4
CN(C)c1ccc(/C=N/NC(=O)C2COc3ccccc3O2)o1 (stereo unspecified)	101	0	97	97	101	97	98	0

Overlap with the part before: 2 compounds, then new ones.
mol	LAP4-GFP MLPCN	GRK2 aptamer HTS	Yeast superoxide	RPL19A TOR yeast	MEP2-GFP yeast	CIT2 TOR yeast	AGP1 TOR yeast	VLA-4 inh
N#Cc1ccc(OCC(=O)Nc2cc(S(=O)(=O)N3CCOCC3)ccc2N2CCOCC2)cc1	93	2	98	97	91	77	101	4
CN(C)c1ccc(/C=N/NC(=O)C2COc3ccccc3O2)o1 (stereo unspecified)	101	0	97	97	101	97	98	0
CCc1ccc(N(CC(=O)NCCc2ccccc2)C(=O)CCC(=O)Nc2ccccn2)cc1	94	1	101	98	101	88	95	8
O=C(NC(C(=O)O)c1ccccc1)c1ccccc1 (stereo unspecified)	97	0	110	100	103	104	99	-4
C=CCN1C(=O)/C(=C/c2cccs2)S/C1=N\S(=O)(=O)c1ccc(F)cc1	90	0	92	99	106	101	97	21
COc1ccc(-c2nc(CC(=O)O)cs2)cc1OC	113	0	102	105	106	104	104	5
Cn1c(N)c(C(=O)COC(=O)c2cc(C3CC3)nc3ccccc23)c(=O)n(C)c1=O	127	0	110	94	87	88	84	5
CNc1nc(SC)nc(N(C)C#N)n1	109	0	70	114	119	117	113	-6
Cc1n[nH]c(=O)nc1N/N=C/c1cccs1	96	3	74	101	103	103	100	5
CC(=O)c1cc(C#N)c(SCc2ccccc2C#N)nc1C	89	3	267	90	92	88	93	-8
CCS(=O)(=O)c1nc(S(=O)(=O)c2ccc(Cl)cc2)c(N2CCOCC2)s1	97	5	109	103	104	104	100	8
O=C(COC(=O)CSc1ccc(Cl)cc1)Nc1ccc2[nH]c(=O)[nH]c2c1	105	0	127	101	97	96	100	-2
COc1ccccc1N1CC(C(=O)Nc2cccc(C(=O)O)c2)CC1=O (stereo unspecified)	107	2	88	105	108	103	104	14
NC(=O)c1nsc(C(=O)N(c2ccccc2)C(C(=O)NC2CCCC2)c2ccncc2)c1N (stereo unspecified)	93	3	103	99	106	109	86	5
CCc1nc(C)cn1S(=O)(=O)c1ccc(Cl)c(Cl)c1Cl	104	0	75	101	101	101	108	-19
CN(C)/N=C/c1cc([N+](=O)[O-])ccc1O	109	0	99	108	107	107	92	7
Cc1ccc(NC(=O)C2CCN(S(=O)(=O)c3ccc4c(c3)NC(=O)CO4)CC2)cc1C	99	2	99	102	110	102	103	-2
CCCS(=O)(=O)N1CCC(C(=O)NC2CCC(C)CC2)CC1 (stereo unspecified)	103	0	112	99	110	105	106	93*
CCOC(=O)/C(C#N)=C/c1cn(CCC(=O)O)nc1-c1cccc(Br)c1	113	2	130	103	109	108	107	9
Cc1ccc(Nc2ncnc(N)n2)cc1C	106	37	86	106	112	102	102	5
Cc1c(OCC(=O)NC(Cc2ccc(Cl)cc2)C(=O)O)ccc2c(-c3ccccc3)cc(=O)oc12 (stereo unspecified)	98	4	98	100	105	107	104	-3
CCOC(=O)C1CCN(S(=O)(=O)c2cccc(-c3cn4ccccc4n3)c2)CC1	102	2	83	101	104	105	104	-1
O=C(CSc1nnc(-c2ccccc2O)n1-c1ccccc1)Nc1cccc(C(=O)O)c1	96	2	95	99	95	106	105	-2
N/C(=N\O)c1ccccc1N1CCCCC1	110	0	105	100	97	102	105	-11
CC(C)(C)c1ccc(OCC(=O)NCc2ccco2)cc1	96	0	86	107	104	98	98	-10
Cc1ccc(S(=O)(=O)N2CCN(C(=O)COC(=O)C3CCC3)CC2)cc1	98	0	104	96	95	101	107	36
O=C(c1nc(-c2ccccc2)n(-c2ccccc2)n1)N1CCCCCC1	?	0	103	?	?	?	?	7
COc1cccc(CN2CCNC(=O)C2CC(=O)N(C)C2CCOCC2)c1OC (stereo unspecified)	109	5	98	101	98	101	100	5
CCOc1ccccc1C(=O)n1nc(C)cc1C	nt	0	93	95	83	88	93	0
CCCCC(=O)Nc1cccc(C(=O)N/N=C/c2ccc(OC)cc2OC)c1	89	2	97	103	96	102	100	15
O=C(Cn1cc[n+](CC(=O)c2ccc(Cl)cc2Cl)c1)c1ccc(Cl)cc1Cl	109	0	98	97	98	97	107	0
Cc1cc(C)n(CC(O)CN(c2ccccc2)S(=O)(=O)c2ccc3ccccc3c2)n1 (stereo unspecified)	79	0	98	101	96	96	87	50*
CCOC(=O)c1c(C)nn(Cc2ccccc2)c1N	94	1	114	97	93	97	97	1
CC1=CC(c2ccc(Cl)cc2)n2nc(NC(=O)CCCC(=O)O)nc2N1 (stereo unspecified)	99	8	93	99	94	95	103	40
Cc1cc(/C=C2\SC(N)=NC2=O)c(C)n1-c1ccc(F)cc1	112	1	95	94	106	96	99	4
COc1ccc2c(c1)c1nc3ccccc3nc1n2CCn1c(=O)oc2ccccc21	97	1	111	100	99	99	104	-17
Cc1ccccc1-n1c(O)c(C=NC2CCS(=O)(=O)C2)c2ccccc2c1=O (stereo unspecified)	99	4	104	90	91	91	97	2
Cc1cc(C)cc(NC(=O)c2ccc3c(c2)CCN3S(C)(=O)=O)c1	100	1	88	104	116	101	103	4
CC(C)CNC(=O)c1cc2nc(C3CC3)cc(C(F)(F)F)n2n1	98	0	96	94	93	89	88	1
O=C(NCc1ccccc1)C1CCC(CNc2c(N3CCCCC3)c(=O)c2=O)CC1 (stereo unspecified)	96	0	121	100	108	99	102	-11
O=C1CN(Cc2ccccc2)C(=NCc2ccco2)S1	118	0	106	105	107	88	98	1
CCOC(=O)c1ccc(NC(=O)c2ccccc2N(C)S(=O)(=O)c2ccccc2)cc1	100	1	96	98	98	104	99	-15
C=CCn1c(-c2ccc([N+](=O)[O-])cc2)n[nH]c1=S	96	3	105	98	112	98	91	11
CN(Cc1ccccc1)C(=O)COC(=O)c1ccc(Br)c(S(=O)(=O)N2CCOCC2)c1	97	1	94	96	99	89	99	32
O=C(CN1CCC(Cc2ccccc2)CC1)Nc1ccc2c(c1)OCCO2	102	4	99	102	103	99	103	-1
O=c1[nH]c(N/N=C/c2cc3c(cc2[N+](=O)[O-])OCO3)nc2ccccc12	92	3	91	113	105	100	104	4
CCOCC(=O)Nc1ccc(S(=O)(=O)N2CCOCC2)cc1	96	0	94	96	103	nt	101	0
Cc1cc2c(cc1S(=O)(=O)CCC(=O)N(C)C1CCCCC1)OCC(=O)N2	99	3	105	106	97	98	106	-5
Nn1cnnc1N/N=C/c1ccc(Cl)c([N+](=O)[O-])c1	101	4	102	108	103	105	102	8
Cc1ccc(C(=O)OCc2cc(=O)n3ccsc3n2)s1	98	2	112	103	113	105	96	1
Cc1ccc(C(=O)OCC(=O)Nc2ncc(Cl)cc2Cl)cc1NC(=O)c1ccco1	90	0	117	96	90	90	93	-4
Cc1c(C)c2c(C)[nH]nc2oc1=O	112	1	108	107	116	113	106	-3

The results go on.
mol	LAP4-GFP MLPCN	GRK2 aptamer HTS	Yeast superoxide	RPL19A TOR yeast	MEP2-GFP yeast	CIT2 TOR yeast	AGP1 TOR yeast	VLA-4 inh
Cc1cccc(NC(=O)c2ccc(S(=O)(=O)NCc3cccnc3)cc2)c1C	101	0	93	100	110	103	105	1
COc1ccc(-c2nc(SCc3ccc(C#N)cc3)[nH]c(=O)c2C#N)cc1	91	4	97	101	89	99	98	10
Cc1cccc(C(=O)Nc2nnc(S(=O)(=O)N3CCCCCC3)s2)c1	104	2	98	99	95	102	99	2
CCN(CC)CCn1c(OC)cc(=O)[nH]c1=O	101	69*	98	104	98	101	103	4
CCc1nc2ccccc2n1CC(=O)Nc1cc(C)on1	93	3	96	98	106	98	98	41
COc1cc(C)ccc1S(=O)(=O)n1nc(C)cc1C	104	9	102	95	97	93	103	24
O=C(OCC(=O)N1CCCC1)c1c2c(nc3ccccc13)CCCCC2	102	0	90	99	93	92	97	-4
COc1ccc(/C=C/C(=O)OC(C)CN2CCCCC2)cc1 (stereo unspecified)	83	0	87	101	100	104	96	21
COc1ccc(C(=O)CSc2nnc3ccccn23)cc1OC	95	2	96	95	88	88	89	17
O=C(CC(=O)Nc1ccccc1F)Nc1ccccc1F	106	0	94	103	123	102	98	-2
COc1cc(C)nc(N(C)S(=O)(=O)c2ccccc2Cl)n1	102	1	93	96	96	93	99	12
